Screening results from PubChem BioAssay.
MC4R barr agon = activates human MC4R beta-arrestin recruitment | P32245 | AID 540308 | 360,000 compounds, 0.98% hits | U2OS MC4R beta-arrestin complementation, luminescence; percent of melanotan II response, DMSO zero | activation, % at 8.9 µM;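 active = activation above a per-plate cutoff, the mean activation of sample wells on that plate plus 3 SD, cut at about 8% in these data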
Cardio protect = myocardial damage modulation in H9c2 cells; protection from H2O2 cell death, % at 20 µM; AID 588492; H9c2 cardiomyocytes, H2O2 injury protection, ATPLite, 2 h; 360,000 compounds, 0.63% hits;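 active = compounds giving at least 50% protection of heart cells from peroxide-induced death in the single-dose screen, raw or plate-pattern-corrected value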;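 note: 0% = DMSO wells with peroxide and 100% = DMSO wells without peroxide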
ABCB6 inh MLPCN = inhibitors of human ABC transporter ABCB6 | fluorescence ratio to DMSO, % at 10 µM | 360,000 compounds, 0.19% hits | K562-ABCB6 porphyrin accumulation, flow cytometry, 1 h; active compounds read low | Q9NP58;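 active = fluorescence ratio to DMSO below 75%, the collection mean minus 3 SD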;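 note: signal is porphyrin accumulated inside mitochondria; 100% equals median channel fluorescence of DMSO control wells; lower ratio means ABCB6 inhibition with less porphyrin fluorescence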
Target sequence (Q9NP58 whole entry, looked up): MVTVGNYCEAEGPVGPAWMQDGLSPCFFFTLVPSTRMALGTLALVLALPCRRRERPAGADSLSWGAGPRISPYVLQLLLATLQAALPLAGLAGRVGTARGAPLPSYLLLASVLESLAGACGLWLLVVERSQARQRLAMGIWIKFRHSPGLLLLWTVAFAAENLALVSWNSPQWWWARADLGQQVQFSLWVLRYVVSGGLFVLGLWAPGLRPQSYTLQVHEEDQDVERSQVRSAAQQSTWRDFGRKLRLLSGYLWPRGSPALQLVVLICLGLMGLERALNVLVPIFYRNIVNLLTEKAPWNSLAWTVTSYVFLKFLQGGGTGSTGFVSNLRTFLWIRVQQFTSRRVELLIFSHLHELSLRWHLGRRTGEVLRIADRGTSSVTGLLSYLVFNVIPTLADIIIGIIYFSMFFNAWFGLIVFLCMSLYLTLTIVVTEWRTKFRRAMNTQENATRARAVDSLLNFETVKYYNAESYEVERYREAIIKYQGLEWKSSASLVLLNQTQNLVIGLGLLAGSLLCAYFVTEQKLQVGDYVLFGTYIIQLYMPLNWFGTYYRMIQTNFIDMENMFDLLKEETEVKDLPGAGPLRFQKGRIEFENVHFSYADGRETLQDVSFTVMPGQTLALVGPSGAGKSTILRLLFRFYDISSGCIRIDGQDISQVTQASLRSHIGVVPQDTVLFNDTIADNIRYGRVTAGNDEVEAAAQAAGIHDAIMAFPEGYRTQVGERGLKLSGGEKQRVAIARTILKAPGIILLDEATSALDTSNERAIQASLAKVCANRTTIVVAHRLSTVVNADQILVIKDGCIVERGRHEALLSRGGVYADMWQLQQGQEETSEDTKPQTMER
NOD2 RIPK2 PPI = inhibitors of human NOD2-RIPK2 interaction; O43353; inhibition, % at 4.98 µM; 360,000 compounds, 0.38% hits; CHO BLA complementation NOD2-RIPK2, CCF4 ratio; in the data active = inhibition above about 21%;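 note: 0% = vehicle only and 100% = reference blocker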
TLR9-MyD88 block = blocks human TLR9 binding to MyD88; 340,000 compounds, 0.21% hits; AID 504734; Q9NR96+Q99836; inhibition, % at 4.98 µM; CHO BLA complementation TLR9-MyD88, CCF4 FRET ratio;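 active = inhibition above the mean over all tested compounds plus 3 SD, cut at about 21% in these data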;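 note: 0% = DMSO only wells and 100% = clavulanate BLA inhibitor control wells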
ABHD5-PLIN5 inh = ABHD5-PLIN5 protein interaction inhibition | Q00G26+Q8WTS1 | Split G. princeps luciferase complementation, luminescence, 4 h | inhibition, % at 4 µM | 360,000 compounds, 0.78% hits;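 active = inhibition above the mean inhibition across every tested compound plus 3 SD, cut at about 22% in these data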;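 note: 0% = DMSO only wells and the 100% control is not disclosed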
NCOA2 inhibitor = inhibits human steroid receptor coactivator 2 | AID 651957 | HEK293 GAL4-SRC2 luciferase reporter, luminescence | inhibition, % at 9 µM | 370,000 compounds, 0.17% hits;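 active = inhibition above the mean inhibition of all tested compounds plus 3 SD, set per campaign, cut at about 52% in these data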;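 note: 0% = DMSO treated cells and 100% = cells given Gossypol at 36 µM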
Glyco luc inh = N-linked glycosylation inhibition; D54 ERlucT glycosylation luciferase reporter, 24 h; percent of 100 nM tunicamycin response; 360,000 compounds, 0.23% hits; reporter increase, % at 12.5 µM;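 active = mean luciferase reporter signal, scaled so untreated is 0 and the glycosylation-blocking control 100, at or above a set limit in every replicate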;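 note: luciferase carries N-glycosylation sites so blocking glycosylation raises the light; 0% = median of neutral control wells and 100% = median of 100 nM tunicamycin wells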
HTR2A ag = mouse HTR2A agonism via beta-arrestin recruitment | CHO-K1 mHTR2A beta-arrestin complementation, luminescence; percent of 30 µM serotonin response | activation, % at 7.6 µM | 360,000 compounds, 0.66% hits | AID 624169;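 active = activation above a run cutoff, the mean activation of all tested compounds plus 3 SD, cut at about 14% in these data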;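 note: 0% = plate median of compound wells and 100% = 30 µM serotonin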
MC4R antagonist = antagonists of human melanocortin 4 receptor (MC4R); MC4R-expressing cells, MTII-stimulated cAMP, LANCE TR-FRET; AID 540295; P32245; inhibition, % at 6.5 µM; 360,000 compounds, 0.48% hits;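 active = inhibition above its plate's cutoff, the mean of tested wells on that plate plus 3 SD, cut at about 29% in these data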;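 note: 0% = Melanotan II alone and 100% = Melanotan II plus saturating MCL0020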
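Material: U2OS-MC4R stable cell line | Reagent: Melanotan II challenge after compound preincubation | Doses: One concentration, 6.5 µM nominal | Incubation: 30-min compound preincubation, 1-h Melanotan II challenge, 1-h detection, room temperature | Signal: TR-FRET cAMP assay | Replicates: One well per compound, no replicates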
An asterisk follows results filed as active; · = no result given; & = joins results of further samples.

SMILES | MC4R barr agon | Cardio protect | ABCB6 inh MLPCN | NOD2 RIPK2 PPI | TLR9-MyD88 block | ABHD5-PLIN5 inh | NCOA2 inhibitor | Glyco luc inh | HTR2A ag | MC4R antagonist
NC(=O)C(Cc1ccccc1)NS(=O)(=O)c1ccc(N2CCCC2=O)cc1 (stereo not given) | -2.0 | -10.1 | 92.0 | -5.0 | 1.7 | -1.0 | 6.9 | 0.9 | 4.8 | -2.1
CC(=O)c1cccc(NC(=O)Nc2ccc(C)cc2)c1 | -1.4 | -8.0 | 90.0 | -3.6 | 6.2 | 10.2 | -30.8 | -0.2 | 0.5 | -0.6
Cc1cccc(S(=O)(=O)NC(=O)C2(C)CCN2C(=O)Cc2ccccc2)c1 (stereo not given) | 2.0 | 9.6 | 99.0 | 4.1 | · | -1.7 | -1.4 | -1.5 | 4.0 | 6.3
CC(=O)c1ccc(Nc2ncnc3c2oc2ccccc23)cc1 | 0.5 | -11.8 | 99.0 | -3.3 | -8.2 | 10.0 | -50.5 | -3.4 | 6.1 | -0.8
CC1CCCN(C2=C(Cl)C(=O)N(c3cccc(Cl)c3)C2=O)C1 (stereo not given) | 0.2 | 6.8 | 95.0 | 6.1 | 5.7 | 2.8 | 15.9 | 2.2 | -0.2 | 1.6
CNc1cncc(-c2ccoc2)n1 | 1.1 | 7.7 | 99.0 | -7.6 | · | 13.6 | 1.5 | 1.1 | 5.3 | -1.1
CC1(c2ccc(C#N)cc2)NC(=O)N(CC(=O)Nc2cc(S(=O)(=O)N3CCOCC3)ccc2Cl)C1=O (stereo not given) | -2.1 | -1.2 | 98.0 | -12.3 | 2.9 | 2.1 | -33.4 | 0.8 | 1.4 | 5.3
Cc1ccc(C(O)(C(=O)NNc2ccc3ccccc3n2)c2ccc(C)cc2)cc1 | -0.4&0.9 | 36.5&28.3 | 99.0&95.0 | -8.6&4.0 | 3.5&-3.1 | -4.5&-4.2 | -4.9&-5.2 | 1.3&-3.0 | -2.5&0.9 | -3.5&-2.2
COc1ccc(CNCCCn2cnc(C(=O)Nc3ccc(C)c(C)c3)n2)cc1 | -1.7 | -1.7 | 96.0 | 3.5 | 1.1 | -1.9 | -18.5 | 4.0 | -7.5 | 2.7
O=C(N/C(=C\c1ccc([N+](=O)[O-])cc1)C(=O)N1CCOCC1)c1cccc(Br)c1 | 1.1 | -3.0 | 100.0 | -22.0 | -4.7 | 2.9 | 4.1 | 0.6 | 7.8 | 1.3
CCCCn1nnnc1C(c1ccccc1)N1CCN(c2cccc(C)c2C)CC1 (stereo not given) | · | · | 91.0 | -7.6 | · | -6.7 | -28.1 | · | 6.0 | ·
Cc1c(O)ccc2c(O)c(NC(=O)c3ccc4c(c3)CCC(C)(C)O4)c(=O)oc12 | -1.1 | -3.0 | 102.0 | -7.5 | 8.6 | 9.1 | -13.9 | 1.0 | 2.3 | 2.7
COc1ccc(CN2C(=NC(=O)C3CCCO3)SC3CS(=O)(=O)CC32)cc1 (stereo not given) | 1.4 | -1.6 | 94.0 | -8.4 | -1.9 | 0.9 | -3.2 | -0.7 | -4.3 | 4.8
CCC(=O)N1CCN(c2ccccc2NC(=O)c2ccc(OC)c(Cl)c2)CC1 | -2.7 | 7.0 | 90.0 | 2.7 | 8.0 | -1.4 | -37.8 | 0.4 | 4.4 | 4.6
Cc1ccccc1N1CC(c2nc3ccccc3[nH]2)CC1=O (stereo not given) | -2.4 | 6.2 | 94.0 | -1.1 | -4.5 | -7.2 | -24.8 | -0.2 | -4.6 | -0.3
CCCCN1C(=O)C(=O)N(CC(=O)Nc2cc(S(=O)(=O)N(C)C)ccc2C)C1=O | -3.0 | 0.1 | 103.0 | -9.4 | -10.1 | 2.5 | -10.0 | -1.5 | 1.7 | 6.0
CC(C)(C)c1ccc(C2(C)NC(=O)NC2=O)cc1 (stereo not given) | -2.5 | -2.4 | 99.0 | -21.2 | -4.8 | -1.6 | -6.4 | -1.6 | 4.5 | 14.3
O=C1CC(c2cccc([N+](=O)[O-])c2)c2ccc3ccccc3c2N1 (stereo not given) | -1.4 | 0.8 | 85.0 | 7.7 | -5.5 | 0.4 | 10.6 | -0.8 | -11.5 | -5.6
CC(=O)N1c2ccc(S(=O)(=O)NCCc3ccccc3)cc2CC1C (stereo not given) | -1.8 | -17.9 | 102.0 | 10.5 | -11.9 | -9.4 | -1.7 | 1.4 | 4.2 | 9.5
CN(C)S(=O)(=O)c1cccc(NC(=O)C2Cc3ccccc3CN2C(=O)c2ccccc2)c1 (stereo not given) | -1.0 | 0.3 | 105.0 | 0.3 | -3.0 | -5.8 | 12.1 | -1.0 | 5.8 | 20.6
O=C(C1=C[C@@H](c2csc3ccccc23)C[C@@H](OCCCCO)O1)N1CCN(Cc2ccc3c(c2)OCO3)CC1 | -1.1 | -1.0 | 90.0 | 7.8 | -5.5 | 12.3 | -8.1 | 0.0 | 35.3* | 9.4
O=C(CC1NCCc2ccccc21)Nc1ccccc1Cl (stereo not given) | -1.7 | 4.4 | 94.0 | -9.1 | -7.0 | 3.8 | 19.6 | -1.1 | 0.1 | 0.9
COc1ccc(NC(=O)CCCc2ccccc2)c(OC)c1 | 0.1 | 2.9 | 100.0 | 2.8 | -1.1 | 7.2 | -32.1 | -2.7 | 5.8 | -1.1
CCOc1cc(C(=O)Nc2ccccc2N2CCOCC2)ccc1OCC(=O)N1CCOCC1 | -5.1 | 0.1 | 96.0 | 3.6 | 1.3 | 4.5 | -30.4 | 3.3 | 3.3 | 6.1
CSc1ccc(/C=C2\CCn3c2nc2cc(C(=O)O)ccc2c3=O)cc1 | -0.9 | 1.3 | 96.0 | -2.5 | 2.2 | 4.1 | 6.8 | 4.2 | -4.2 | -8.1
CC(/C=N/n1c(-c2ccccn2)n[nH]c1=S)=C\c1ccccc1 | 1.0 | 3.5 | 99.0 | -7.2 | · | -2.1 | 3.7 | 1.0 | 1.4 | 22.0
COCCCN1C(=O)C(=O)/C(=C(/O)c2ccc(OC)cc2)C12C(=O)N(C)c1ccccc12 (stereo not given) | -0.7 | 13.3 | 104.0 | 6.8 | -3.7 | 6.4 | -21.5 | 1.2 | 2.8 | 9.8
CC(=O)N1CCN(S(=O)(=O)c2ccc(S(=O)(=O)NC3CC3)cc2)CC1 | -0.8 | -2.4 | 97.0 | -7.5 | -10.1 | -0.9 | 7.0 | -0.4 | 1.2 | 4.0
NS(=O)(=O)c1cc(C(=O)NCC2CCCCC2)ccc1Cl | -0.4 | -5.9 | 95.0 | 6.3 | 9.9 | -1.9 | -26.2 | -1.4 | -2.7 | 3.7
COCCN=C1NN=C(c2cc(C)n(CC3CCCO3)c2C)CS1 (stereo not given) | 0.3 | -5.9 | 102.0 | -3.1 | -1.1 | -2.2 | 15.0 | -1.9 | 0.6 | 22.5
COc1ccccc1-c1ocnc1C(=O)N1CCN(C(=O)C(c2ccccc2)c2ccccc2)CC1 | -1.1 | 0.2 | 95.0 | 3.2 | 1.2 | -0.6 | 5.9 | -2.0 | -6.2 | -0.8
COc1ccc(NC(=O)C2(C)Cc3c(-c4cccc(NC(C)=O)c4)ccnc3O2)cc1OC (stereo not given) | -2.1 | 25.5 | 93.0 | 3.1 | · | 7.3 | -6.8 | 11.5 | 1.9 | -8.4
CCSc1nnc(NC(=O)c2ccc(C)cc2)s1 | -1.1 | -9.6 | 99.0 | -0.3 | -3.6 | -0.1 | -58.9 | -8.3 | 4.2 | 6.8
CCOC(=O)c1sc(N(Cc2ccccc2)C(=O)CSc2nnc(C3CC3)n2N)nc1C | -0.3 | -7.7 | 87.0 | -0.2 | 2.2 | -5.5 | -10.1 | -5.0 | 0.6 | -5.5
Cc1ccc(S(=O)(=O)N(C)C)cc1NC(=O)COC(=O)Cc1ccsc1 | -2.3 | -1.0 | 104.0 | -7.4 | -3.0 | -7.7 | -8.6 | 0.0 | -11.0 | -5.5
CC1(C)Cc2ccccc2-c2nnc(-c3ccccn3)n21 | -1.5 | -2.7 | 108.0 | 2.2 | 8.5 | 1.6 | -0.1 | -1.0 | -2.5 | 4.7
CCOc1ccc(NC2OC(CO)C(O)C(O)C2O)c([N+](=O)[O-])c1 (stereo not given) | 0.5 | -1.3 | 103.0 | -0.9 | -0.3 | 3.3 | -17.9 | 1.3 | 1.5 | -6.6
CCc1nc(OCc2ccccc2)c2sc3nc4c(cc3c2n1)COC(C)(C)C4 | 1.2 | -14.2 | 99.0 | 1.2 | -1.6 | 2.6 | 5.1 | -6.6 | -2.8 | 1.8
O=C(NCc1ccco1)c1cnn2c1NC(c1ccc(Br)cc1)CC2C(F)(F)F (stereo not given) | 3.3 | -4.2 | 98.0 | -5.8 | -4.5 | -5.5 | 27.9 | 0.7 | -1.8 | 12.9
O=C(CN1CCN(c2nc(-c3ccccc3)cs2)CC1)NNC(=O)c1ccco1 | 1.6 | -5.0 | 101.0 | 6.5 | -3.8 | 0.0 | -23.8 | -0.6 | 1.9 | 10.5
COc1ccc(NC(=S)Nc2ccccc2)cn1 | -0.1 | 8.9 | 94.0 | -11.8 | -5.0 | 0.9 | 3.5 | 1.7 | 5.1 | -5.2
Cc1ccccc1N1CCN(Cc2cc3c(cc2[N+](=O)[O-])OCO3)CC1 | 0.3 | -6.4 | 98.0 | 0.8 | -1.9 | 4.6 | -1.7 | -3.5 | 4.9 | 1.1
O=C(C1CC1)N1CCC(c2nc(-c3ccc(S(=O)(=O)NCC4CCCO4)cc3)no2)CC1 (stereo not given) | -0.7 | -12.8 | 100.0 | 3.2 | 4.3 | 2.2 | 29.9 | -3.6 | 0.8 | 11.6
CC1SCC(=O)N(CC(=O)NCCc2ccccc2)C1=O (stereo not given) | -1.7 | 9.4 | 98.0 | -0.4 | -10.0 | 6.7 | -0.6 | 1.7 | -1.4 | 15.1
Cc1ccc(-n2c(SCC(=O)N3CCOCC3)nnc2-c2cccnc2)cc1C | -0.9 | 0.0 | 93.0 | -2.4 | 11.7 | 2.5 | -17.6 | 1.2 | -1.5 | 10.8
Cc1ccc(S(=O)(=O)N(C)C)cc1NC(=O)COC(=O)c1ccc2c(c1)OCCO2 | -1.1 | -7.9 | 90.0 | -0.4 | -11.4 | -9.5 | 3.9 | 2.5 | 4.5 | 18.9
CCOCCCNS(=O)(=O)c1ccc(OC)c(Cl)c1Cl | -1.4 | -6.7 | 97.0 | -3.0 | 1.6 | -3.1 | 11.3 | 0.1 | 6.0 | -3.9

These rows are one share of the data. The share of hits here may be higher or lower than overall.
